hIAP act = human IAP activators, primary screen, biochemical, luminescence, uHTS. Intestinal-type alkaline phosphatase (Homo sapiens), P09923. 0.16% of 330,000 active. purified human IAP, CDP-Star luminescence, 30 min; active compounds read high; 1 = vehicle-only enzyme, 0 = enzyme-free background. AID 2524, 2010. activation factor at 10 µM;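 active = activation factor of the enzyme at least 2-fold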; also: the source names both 10 and 20 µM as test concentration; values of inactives mirror those of a sister screen read the other way
Target sequence (P09923 whole entry, looked up): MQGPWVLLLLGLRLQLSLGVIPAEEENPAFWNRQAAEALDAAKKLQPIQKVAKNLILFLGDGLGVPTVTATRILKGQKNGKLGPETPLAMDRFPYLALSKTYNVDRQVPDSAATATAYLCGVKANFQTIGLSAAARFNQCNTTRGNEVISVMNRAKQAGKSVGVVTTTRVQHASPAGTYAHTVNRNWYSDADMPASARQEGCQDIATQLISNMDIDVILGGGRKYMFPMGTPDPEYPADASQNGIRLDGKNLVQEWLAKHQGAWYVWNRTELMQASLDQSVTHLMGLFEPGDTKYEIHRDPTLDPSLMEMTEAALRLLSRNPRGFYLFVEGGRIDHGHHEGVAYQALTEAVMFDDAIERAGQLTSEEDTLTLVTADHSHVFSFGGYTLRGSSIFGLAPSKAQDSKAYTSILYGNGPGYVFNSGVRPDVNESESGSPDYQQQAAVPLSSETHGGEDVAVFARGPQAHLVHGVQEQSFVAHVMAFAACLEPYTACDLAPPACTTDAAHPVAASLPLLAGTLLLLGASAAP
A3G deaminase = APOBEC3G DNA deaminase inhibitors, primary screen, biochemical, fluorescence, single-stranded DNA substrate, uHTS; 0.28% of 330,000 active; inhibition, % at 20 µM; AID 493012, 2011; DNA dC->dU-editing enzyme APOBEC-3G (Homo sapiens), Q9HC16; recombinant A3G, ssDNA deamination FAM/TAMRA fluorescence;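 active = inhibition of at least 40% at 20 µM, with no more than 30% in the related APOBEC3A deaminase screen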;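 also: plate controls were DMSO wells with A3G for no effect and wells lacking A3G enzyme for full effect; some compounds called inactive have numbers as strong as hits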
Target sequence (Q9HC16 whole entry, looked up): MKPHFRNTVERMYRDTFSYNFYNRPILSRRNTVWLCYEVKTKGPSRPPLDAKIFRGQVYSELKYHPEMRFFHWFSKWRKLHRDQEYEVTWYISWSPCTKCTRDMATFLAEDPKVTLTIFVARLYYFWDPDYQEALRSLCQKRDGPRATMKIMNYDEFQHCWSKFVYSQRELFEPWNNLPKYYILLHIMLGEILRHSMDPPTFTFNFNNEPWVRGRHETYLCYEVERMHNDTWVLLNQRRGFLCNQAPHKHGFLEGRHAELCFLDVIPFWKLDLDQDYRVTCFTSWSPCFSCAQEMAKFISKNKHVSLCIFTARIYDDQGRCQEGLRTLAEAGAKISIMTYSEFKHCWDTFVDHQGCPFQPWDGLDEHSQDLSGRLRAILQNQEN
MIN6 prolif = inducers of MIN6 beta-cell proliferation, primary screen, ATP luminescence, uHTS; proliferation, % at 10 µM; MIN6 cells proliferation, ATPlite luminescence, 48 h; cells starved in 0.2% serum; 100% = growth in 10% serum; 0.29% of 330,000 active;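 active = compounds whose signal lies at least 3.5 SD above the mean of all wells on their plate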;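 also: 0% = DMSO-treated cells in low-serum medium and 100% = 10% serum control; some compounds called inactive have numbers as strong as hits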
GRIN3A LBD mod = binders of NR3A ligand-binding domain, primary screen, biophysical, differential scanning fluorimetry, uHTS. 2.5% of 340,000 active. AID 1259313, 2017. NR3A LBD differential scanning fluorimetry, Tm shift; 0% = protein alone, 100% = glycine-bound protein. Tm shift relative to glycine control, % at 25 µM;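 active = melting temperature shift of at least 10% of the positive control shift, at one fixed dose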
hIAP inh = human IAP inhibitors, primary screen, biochemical, luminescence, uHTS; Intestinal-type alkaline phosphatase (Homo sapiens), P09923; purified IAP, CDP-Star luminescence, 30 min; inhibition, % at 10 µM; 0.12% of 330,000 active; AID 2544, 2010;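 active = inhibition reaching a set limit with compound at 10 µM in the primary screen, cut at about 35% in these data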;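 also: plate controls were DMSO wells with enzyme for no effect and no-enzyme buffer wells for full effect; values of inactives mirror those of a sister screen read the other way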
mIAP activ = activators of mouse IAP, primary screen, biochemical, luminescence, uHTS | intestinal alkaline phosphatase [Mus musculus] | muIAP, CDP-Star luminescence, 30 min; active compounds read high; 1 = vehicle-only enzyme signal, 0 = enzyme-free wells | activation factor at 10 µM | 0.24% of 330,000 active | AID 2805, 2010;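 active = activation factor of at least 2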; also: the source names both 10 and 20 µM as test concentration; values of inactives mirror those of a sister screen read the other way
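Assay system: mouse IAP enzyme / Compound: DMSO-dissolved test compounds / Timing: 30 min, room temperature / Measured by: luminescence from enzymatic CDP-Star hydrolysis / Control set: DMSO-only wells, enzyme-free buffer wells as negative control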
mIAP inh = inhibitors of mouse IAP, primary screen, biochemical, luminescence, uHTS | purified mouse IAP, CDP-Star luminescence, 30 min | 0.2% of 330,000 active | AID 2806, 2010 | intestinal alkaline phosphatase [Mus musculus] | inhibition, % at 10 µM;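 active = inhibition of at least 40% at 10 µM in the primary screen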;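 also: plate controls were DMSO with enzyme for no effect and no enzyme wells for full effect; values of inactives mirror those of a sister screen read the other way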
A3A deaminase = APOBEC3A ssDNA deaminase inhibitors, primary screen, selectivity assay for APOBEC3G inhibitor project, biochemical, FAM/TAMRA oligo cleavage fluorescence; recombinant A3A, FAM/TAMRA ssDNA deamination fluorescence; inhibition, % at 20 µM; 0.41% of 330,000 active;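 active = at least 40% inhibition at 20 µM here, with at most 30% in a related deaminase screen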;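 also: plate controls were A3A with DMSO for no effect and wells lacking A3A enzyme for full effect; some results filed as inactive read as strong as hits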
MPTP inh = mitochondrial permeability transition pore inhibitors, primary screen, biochemical, isolated mouse mitochondria, absorbance; 1.4% of 360,000 active; Ca2+ swelling absorbance, 30 min; inhibition, % at 10 µM;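 active = inhibition of 50% or more, scaled per plate between neutral and stimulator controls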;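 also: 0% = DMSO wells given calcium and 100% = 1 mM EGTA wells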
* = called active by the depositor; / = not tested or not shown.

SMILES	hIAP act	A3G deaminase	MIN6 prolif	GRIN3A LBD mod	hIAP inh	mIAP activ	mIAP inh	A3A deaminase	MPTP inh
CCOc1ccc(C2c3[nH]c4ccccc4c3CCN2C(=O)Cn2cncn2)cc1 (stereo not given)	0.89	-1	-1	-4	11	1.2	-20	2	-0.3
O=C(/C=C/c1ccccc1)OCN1C(=O)c2ccccc2C1=O	0.99	-11	-2	1	1	0.92	8	-4	-0.8
O=C(NCc1ccco1)C(=O)NCC1OCCN1S(=O)(=O)c1ccc(F)cc1 (stereo not given)	0.91	-2	3	-1	9	0.97	3	-3	0.9
COc1cc2c(cc1OC)CN(C(=O)c1cc(S(=O)(=O)N3CCOCC3)ccc1C)CC2	0.96	-7	0	2	4	1	0	-3	2.0
Cc1ccc(S(=O)(=O)N2CN(CC3CCCO3)c3nc4ccccc4nc32)cc1 (stereo not given)	0.98	-6	8	0	2	1	-1	-4	-2.2
Nn1c(COc2ccc(Cl)cc2)nc2ccccc2c1=O	1	-6	-3	2	-3	1.1	-9	-3	-2.7
CCCN(CCC)CCCNC(=O)CC(C(=O)N1CCc2ccccc21)n1ccnc1 (stereo not given)	1	-5	-3	0	-2	0.95	4	-1	-2.0
COc1ccc(NC(=S)N2CCC(NC(=O)c3cccc(F)c3)CC2)cc1	1	-6	-1	2	0	1	-5	-4	-0.1
O=C(NCc1ccccn1)c1cccc(NS(=O)(=O)c2ccc(Br)cc2)c1	1.1	6	-5	2	-14	1	-2	1	-1.2
C/C(=N\Nc1ccccn1)c1ccc(C(C)C)cc1	0.97	-1	2	2	3	1	-5	3	1.5
O=C(CCCn1c(=S)[nH]c2ccccc2c1=O)NCc1ccco1	1	-3	5	-1	-2	1	-3	-3	-1.2
CCCC(C)NC(=O)Cc1ccccc1[N+](=O)[O-] (stereo not given)	1.1	0	0	-1	-6	0.92	8	1	0.4
N/C(=N\OC(=O)Cc1ccccc1)c1ccc(Br)cc1	0.91	0	0	0	9	0.92	8	-1	0.6
Cc1ccc(-c2cc(C(=O)N/N=C/C(Br)=C/c3ccccc3)n[nH]2)o1	1.7	-5	-6	29*	-71	0.93	7	-2	0.5
COC(=O)c1cccc(NC(=O)CSc2nncn2-c2ccccn2)c1	0.93	-3	-2	-2	7	1	-2	4	-0.6
CCOCCOC(=O)c1ccc(-n2cncn2)nc1	1	-3	-2	-2	0	1.1	-10	-1	-2.1
CCN(CC(=O)NCCCn1ccnc1)S(=O)(=O)c1ccc(C)cc1	1.1	-8	-3	0	-12	1.2	-15	-5	1.3
CCOC(=O)c1cnc2cc(F)c(F)cc2c1N1CCN(C)CC1	1	-5	2	/	-4	0.98	2	-1	-0.1
CC(C)NC(=O)c1ccccc1NC(=O)C1CC(=O)N(C(C)C)C1 (stereo not given)	1.4	-3	-2	2	-36	0.74	26	-4	-0.8
COc1ccc(OC)c(NC(=O)C2CCCN(S(=O)(=O)c3c(C)nn(C)c3C)C2)c1 (stereo not given)	0.89	-5	1	-1	12	1.1	-5	-2	-1.3
COc1ccc(NC2=NC(=S)N(c3cccc(C)c3)C23CCCCC3)cc1	0.91	-1	-1	0	9	1.1	-6	-2	2.8
CC(C)C(=O)Nc1nnc(NC(=S)Nc2ccccc2)s1	0.99	1	3	1	1	0.88	12	5	2.2
O=C(Cn1ncc2c3ccccc3n(Cc3ccc(Cl)cc3)c2c1=O)NCCCN1CCCC1=O	1.2	-5	0	-2	-24	1	-2	-4	-1.0
O=C(Nc1cc(S(=O)(=O)N2CCOCC2)ccc1Cl)c1cc(=O)c2ccccc2o1	0.89	-9	-1	0	11	0.98	2	1	-1.5
CC(=O)NC(=O)c1nnn(Cc2ccccc2)c1NC(C)=O	1.1	-10	-3	-4	-13	1	-4	-4	-1.9
CCCCn1c(=O)c(CCC(=O)O)nc2ccccc21	0.77	-14	1	-1	23	0.98	2	-3	0.4
C[C@@H]1CC[C@]2(C(=O)O)CC[C@]3(C)C(=CCC4[C@@]5(C)CC[C@H](O)[C@@](C)(C(=O)O)C5CC[C@]43C)C2[C@]1(C)O (stereo not given in full)	0.96	-8	-4	9	4	0.82	18	-1	-0.8
Cc1ccc(N=CC2=C(O)CC(c3ccco3)CC2=O)cc1 (stereo not given)	1	-4	2	0	-1	1	-2	-3	-1.2
CCOC(=O)c1cnc(SCC#N)nc1N	0.96	4	2	0	4	1	-4	9	0.3
O=C(CCNS(=O)(=O)c1ccc(Cl)cc1)N1CCC2(O)CCCCC2C1 (stereo not given)	1.3	-6	5.6*	-8	-26	1	-3	-3	0.9
Cc1cccc(NC(=S)NC(=O)c2ccc(Br)o2)c1C	1	-5	-6	2	-4	0.85	15	-2	-0.3
CCOc1cc(CNc2ccc(O)cc2)cc(Br)c1OCc1ccccc1F	0.94	-7	-6	0	6	0.86	14	-4	-4.3
CN(C)CC[C@@H](c1ccc(Cl)cc1)c1ccccn1	1.1	-2	-8	-2	-8	1.1	-5	3	-1.1
COc1ccc(CN(C(=O)c2ccc(-c3ccccc3)[nH]2)C(C(=O)NC(C)(C)C)c2ccncc2)cc1 (stereo not given)	0.92	8	-5	-1	8	0.95	5	1	-2.5
COc1ccc(/C=C2\SC(=S)N(CCC(=O)N(CCO)c3ccccc3)C2=O)cc1OC	0.94	-6	-5	2	6	0.92	8	-4	1.0
CCCn1nc(C(=O)NNC(=O)CCOc2ccccc2OCC)c2ccccc2c1=O	1.5	0	1	/	-48	0.95	5	1	-0.7
COc1ccc([C@H]2CC(=O)C=C(c3cccc(OC)c3)C2)cc1	1.1	-10	-3	0	-6	0.86	14	-4	-1.3
O=[N+]([O-])c1ccc(Cl)c(S(=O)(=O)N2CCCCCC2)c1	0.85	-3	-3	1	15	0.94	6	0	0.1
C(=N\n1cnc2ccccc21)/c1cccnc1	0.85	-1	3	-2	15	1.1	-6	1	2.0
COc1ccc(N2C(=O)/C(=C/c3ccc([N+](=O)[O-])cc3)N=C2C)c(OC)c1	0.84	-4	-5	-3	16	0.95	5	3	9.9
Cc1ccc(S(=O)(=O)N2CCOCC2)cc1NC(=O)COC(=O)CCOc1ccc(C(C)(C)C)cc1	0.99	-4	-3	-10	0	0.98	2	-1	0.5
CN(CCO)C(=O)C1CCN(c2ncc(C(F)(F)F)cc2Cl)CC1	1.1	2	-2	1	-7	1.1	-8	3	-0.9
Cc1ccc(Cl)cc1NC(=S)NCCCSC1CCCCC1	1	-7	-7	1	-4	3.1*	-211	-1	99*
O=C(NCc1ccccc1)c1noc2c1CCCC2	0.92	-1	2	2	8	0.99	0	4	-0.5
Cc1c(C)n(C)c2ccc(C(=O)NCCCN3CCN(c4ccc(F)cc4)CC3)cc12	0.97	-4	-5	-3	3	0.98	2	-7	0.2
O=C(COC(=O)c1ccc(S(=O)(=O)N2CCOCC2)cc1)NC1CCCCCCC1	0.91	-6	-3	-1	9	0.97	3	1	0.7
Cc1nc2sccn2c1P(c1c(C)nc2sccn12)c1c(C)nc2sccn12	1.1	2	1	5	-8	0.97	3	2	-0.4
COc1ccc(OCCNC(=O)CCCO)cc1	0.94	-9	-3	-2	6	0.9	10	-3	-1.8
Cc1ccc2c(c1)nnn2C1CCN(S(=O)(=O)c2ccc(C(=O)N3C(C)CCCC3C)cc2)CC1 (stereo not given)	0.96	3	-6	-6	4	0.9	10	13	98*
CC(=O)Nc1sc2c(c1C(c1ccc(F)cc1)N1CCOCC1)CCCC2 (stereo not given)	1.1	-1	0	-2	-8	0.89	11	-3	-1.1

(cont.)
SMILES	hIAP act	A3G deaminase	MIN6 prolif	GRIN3A LBD mod	hIAP inh	mIAP activ	mIAP inh	A3A deaminase	MPTP inh
O=C(CNC(=O)c1ccco1)NCc1nc2ccccc2[nH]1	0.85	-1	4	-19	15	0.98	2	-1	-2.3
Cn1c(C(=O)NCCCN2CCCCCC2)cc2c(=O)n(C)c3ccccc3c21	1.1	-1	1	-1	-9	0.95	5	0	-1.8
Cc1nc2sccn2c(=O)c1S(=O)(=O)N1CCN(c2ccccc2)CC1	0.96	0	-1	-1	4	1	-1	3	-1.7
Cc1ccc(NC(=O)CCS(=O)(=O)c2cc3c(cc2Cl)NC(=O)CO3)cc1	0.63	-3	-2	-2	37*	0.97	3	-2	-1.6
CC(=O)c1ccc(NC(=S)NC(=O)c2c(Cl)c(C)nn2C)cc1	0.97	-5	-1	2	3	0.91	9	3	1.3
O=C1OC[C@@H]2CCCN2C(=O)[C@H](CC(=O)N(CCO)Cc2ccccc2)C/C=C\C[C@H]1Cc1ccc(F)cc1	1	-3	-3	0	-1	1	-1	3	-1.2
CC(OC(=O)c1ccc2c(=O)n3c(nc2c1)CCCCC3)C(=O)Nc1ccc(Cl)cn1 (stereo not given)	1	-7	-2	0	-2	0.83	17	-4	4.1
Cn1ncc(C#N)c1/N=C/N1CCCCC1	0.91	-2	-1	1	9	0.95	5	2	-3.3
CN1CCc2c(sc3c2C(=O)NC(c2cccs2)N3)C1 (stereo not given)	1.1	1	-3	0	-11	0.82	18	3	-1.4
CCOc1cc(C2c3c(n[nH]c3C)C(=O)N2c2ccc(Br)cc2)ccc1O (stereo not given)	1.1	-1	-2	-4	-15	0.95	5	2	-0.2
COc1cc(CN2CCN(Cc3ccccc3C(F)(F)F)CC2)cc(OC)c1OC	1.2	-2	-5	1	-17	1	-2	-7	0.9
O=C(NNC(=O)c1cccnc1)NC1CCCCC1	0.94	-8	1	2	6	1.1	-10	-2	0.7
CCCCNC(=O)CCN1N=C(c2ccccc2)CCC1=O	0.93	-10	-3	-2	7	1.1	-5	1	0.6
CCc1ccc(-c2nc3ccc(Br)cc3c(C(=O)O)c2C)s1	0.9	-5	-1	0	10	0.97	3	-1	0.4
COc1ccc(S(=O)(=O)c2ccc(OC)c(OC)c2)cc1OC	1.2	2	-2	-5	-18	1.1	-13	1	-3.4
O=C(c1ccccc1)N(Nc1ccccc1)c1ccccc1	1.1	-5	0	-1	-12	0.97	3	-2	-0.5
CCOC(=O)CCn1c(=O)c2c(nc(Br)n2Cc2ccccc2)n(C)c1=O	1.1	-6	-1	1	-8	0.93	7	-3	-1.2
CC(C)c1ccc(S(=O)(=O)N2CCN(CC(=O)Nc3ccc(Cl)cc3F)CC2)cc1	1	-5	-2	5	-2	1	-3	0	0.7

Copied from the list.
In A3A deaminase, O=C(NCc1ccccc1)c1noc2c1CCCC2 has 4
In hIAP inh, Cc1ccc(N=CC2=C(O)CC(c3ccco3)CC2=O)cc1 (stereo not given) has -1
